# hIAP activ: increases human intestinal alkaline phosphatase activity. P09923. purified human IAP, CDP-Star luminescence, 30 min; active compounds read high; 1 = vehicle-only enzyme, 0 = enzyme-free background. activation factor at 10 µM. 0.16% of 330,000 active;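 active = activation factor of the enzyme at least 2-fold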; also: the source names both 10 and 20 µM as test concentration; values of inactives mirror those of a sister screen read the other way
# Target sequence (P09923 whole entry, looked up): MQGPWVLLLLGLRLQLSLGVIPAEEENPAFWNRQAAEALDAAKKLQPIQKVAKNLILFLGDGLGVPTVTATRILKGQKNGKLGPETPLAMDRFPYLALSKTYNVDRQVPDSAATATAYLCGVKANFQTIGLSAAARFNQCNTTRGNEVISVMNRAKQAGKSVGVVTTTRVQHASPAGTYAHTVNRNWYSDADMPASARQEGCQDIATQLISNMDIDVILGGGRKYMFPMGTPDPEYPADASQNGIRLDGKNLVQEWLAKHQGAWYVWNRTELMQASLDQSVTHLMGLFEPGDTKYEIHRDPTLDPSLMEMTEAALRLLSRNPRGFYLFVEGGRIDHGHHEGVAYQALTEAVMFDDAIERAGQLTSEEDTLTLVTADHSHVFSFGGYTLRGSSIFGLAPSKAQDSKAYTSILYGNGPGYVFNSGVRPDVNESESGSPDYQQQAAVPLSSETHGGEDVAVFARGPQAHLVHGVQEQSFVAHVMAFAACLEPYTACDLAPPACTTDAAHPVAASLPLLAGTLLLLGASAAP
# tim10-1 inh: inhibits growth of tim10-1 mutant yeast; S. cerevisiae tim10-1 ts strain growth, BacTiter-Glo, 24 h; 2.2% of 330,000 active; inhibition, % at 20 µM;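 active = inhibition of at least 40%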;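 also: mutant grown at 25 °C; 0% = DMSO wells with yeast and 100% = wells holding no yeast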
# ATG4B inhibitor: ATG4B (human) cysteine protease inhibition; inhibition, % at 8.33 µM; 0.51% of 340,000 active; ATG4B cleavage of LC3-PLA2, NBD-HPC fluorescence, 1 h; in the data active = inhibition above about 40%
# Target sequence (Q9Y4P1 whole entry, looked up): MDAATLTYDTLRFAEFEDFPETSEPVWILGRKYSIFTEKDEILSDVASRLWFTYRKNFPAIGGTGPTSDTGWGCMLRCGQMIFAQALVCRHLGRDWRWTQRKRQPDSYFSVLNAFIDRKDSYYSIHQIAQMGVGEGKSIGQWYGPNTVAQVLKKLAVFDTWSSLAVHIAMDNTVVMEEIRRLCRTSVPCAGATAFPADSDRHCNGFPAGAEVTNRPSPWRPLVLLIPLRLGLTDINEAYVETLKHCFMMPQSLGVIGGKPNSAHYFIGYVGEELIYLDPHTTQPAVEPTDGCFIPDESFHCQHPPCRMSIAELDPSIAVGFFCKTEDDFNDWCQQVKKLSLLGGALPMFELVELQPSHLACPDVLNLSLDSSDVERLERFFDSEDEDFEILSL
# mIAP block: mouse IAP inhibition | purified mouse IAP, CDP-Star luminescence, 30 min | inhibition, % at 10 µM | 0.2% of 330,000 active | AID 2806;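 active = inhibition of at least 40% at 10 µM in the primary screen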;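 also: plate controls were DMSO with enzyme for no effect and no enzyme wells for full effect; values of inactives mirror those of a sister screen read the other way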
# NALP3 yeast inh: blocks the NALP3 inflammasome reconstituted in yeast. Yeast reconstituted NLRP3/ASC/caspase-1, beta-gal luminescence, 24 h. 0.39% of 330,000 active. inhibition, % at 10 µM;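 active = inhibition of 50% or more; inactive = inhibition below 50%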;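 also: plate controls were induced DMSO wells for no effect and uninduced yeast grown without galactose for full effect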
# mIAP activ: increases mouse intestinal alkaline phosphatase activity. muIAP, CDP-Star luminescence, 30 min; active compounds read high; 1 = vehicle-only enzyme signal, 0 = enzyme-free wells. activation factor at 10 µM. 0.24% of 330,000 active;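 active = activation factor of at least 2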; also: the source names both 10 and 20 µM as test concentration; values of inactives mirror those of a sister screen read the other way
#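 System: Mouse IAP enzyme | Also added: CDP-Star substrate | Dosing: Compounds dispensed in DMSO | Schedule: 30 min enzyme-substrate-compound incubation at room temperature | Technique: Chemiluminescence readout | Control set: DMSO-only wells and no-enzyme negative control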
# Apaf1 inhib: inhibitors of human Apaf-1 apoptosome; AID 489030; inhibition, % at 20 µM; O14727; 0.71% of 330,000 active; reconstituted apoptosome caspase-3 activity, DEVD-Rh110 fluorescence; active = inhibition of at least 40% at 20 µM;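 also: plate controls were DMSO wells for no effect and DEVD-CHO caspase inhibitor wells for full effect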
#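 Material: biochemical Apaf-1 apoptosome reconstitution. Medium: Hepes buffer, pH 7.5. Also added: cytochrome c activation, bis-DEVD rhodamine 110 substrate. Timing: 30 min compound preincubation, 50 min activation, room temperature. Measured by: rhodamine 110 fluorescence at Ex 480/Em 540 nm.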
# TIM10 inh: inhibits growth of TIM10 yeast strain. inhibition, % at 10 µM. S. cerevisiae TIM10 strain growth, BacTiter-Glo luminescence, 24 h. 1.4% of 330,000 active;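 active = inhibition of 40% or more at the single tested concentration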;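 also: wild-type TIM10 isogenic control strain grown at permissive 25 °C; 0% = DMSO yeast wells and 100% = minimal medium wells without yeast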
# hIAP inh: human IAP inhibition; 0.12% of 330,000 active; inhibition, % at 10 µM; purified IAP, CDP-Star luminescence, 30 min; P09923;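 active = inhibition reaching a set limit with compound at 10 µM in the primary screen, cut at about 35% in these data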;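 also: plate controls were DMSO wells with enzyme for no effect and no-enzyme buffer wells for full effect; values of inactives mirror those of a sister screen read the other way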
# Active calls of the source: *; · = not tested or not shown.
SMILES,hIAP activ,tim10-1 inh,ATG4B inhibitor,mIAP block,NALP3 yeast inh,mIAP activ,Apaf1 inhib,TIM10 inh,hIAP inh
CS(=O)(=O)c1ccc(-c2cc(Br)sc2-c2ccc(F)cc2)cc1,0.97,40,·,9,24,0.91,13,20,3
O=C(NCc1ccccn1)[C@H]1C[C@@H]1[C@H](NP(=O)(c1ccccc1)c1ccccc1)c1ccccc1,0.97,19,10,-12,5,1.1,3,13,2
NC(=O)c1cc2cc([N+](=O)[O-])ccc2oc1=O,1.1,-8,8,-1,14,1,-9,-20,-7
COc1ccc2c(c1)-c1ccccc1S(=O)(=O)N2C,0.92,18,-8,3,-58,0.97,-2,24,8
COC(=O)c1ccc(C(NC(=O)OCc2ccccc2)/C(C)=C/[C@@H](C)C(=O)NCc2ccc(OC)c(OC)c2)cc1 (some centres undefined),0.92,11,0,-10,13,1.1,30,4,8
CCCCNC1C(CC)C(CCC)C(C#N)(C#N)C1(C#N)C#N (centres undefined),1.1,22,11,1,13,0.99,1,25,-9
Cc1cc(C(=O)COc2ccccc2C(N)=O)c(C)n1CC1CCCO1 (centres undefined),0.94,11,-5,3,13,0.97,-12,-5,6
C#CCSc1nsc(SCC#C)c1C#N,0.92,-5,-1,15,5,0.85,6,-14,8
O=C(CCC(=O)N1CCN(S(=O)(=O)c2ccc3ccccc3c2)CC1)Nc1cc(Cl)cc(Cl)c1,0.88,15,-15,-6,2,1.1,20,10,12
CC(=O)Nc1ccc(S(=O)(=O)N2CCC(C(=O)NCc3ccncc3)CC2)cc1,1,3,-5,3,11,0.97,-20,-8,0
Cc1onc(-c2ccccc2Cl)c1C(=O)Nc1nnc(-c2ccc(F)cc2)s1,1,28,-3,5,24,0.95,9,9,-2
Cc1cccc(OCC(=O)N/N=C\c2cc3c(cc2[N+](=O)[O-])OCO3)c1C,0.67,34,-6,19,12,0.81,2,9,33
O=C(CCNc1ccc(Cl)c(C(F)(F)F)c1)c1ccco1,1.1,43*,11,21,15,0.79,5,21,-12
CC[C@H]1OC(=O)[C@H](C)[C@@H](O[C@H]2C[C@@](C)(OC)[C@@H](O)[C@H](C)O2)[C@H](C)[C@@H](O[C@@H]2O[C@H](C)C[C@H](N(C)C)[C@H]2O)[C@](C)(OC)C[C@@H](C)C(=O)[C@H](C)[C@@H](O)[C@]1(C)O,1.1,6,4,-7,27,1.1,9,-1,-11
CCc1cccc(NC(=O)CCNS(=O)(=O)c2cc(Br)cnc2N)c1,0.92,5,-6,3,8,0.97,-5,18,8
COc1cc2c(cc1OC)-c1cc(N3CCCCCC3)nc(=O)n1CC2,0.9,5,-15,-1,12,1,-3,9,10
COc1ccc(/C=C(\NC(=O)c2cccs2)C(=O)NCc2ccco2)cc1OC,0.91,-1,-5,2,5,0.98,-7,4,9
COCCNC(=O)CN(C(=O)CCC(=O)Nc1ccccn1)c1ccc(C)c(C)c1,1,-18,-2,-12,5,1.1,0,4,-2
OC(CNC1CCCC1)COc1ccccc1Br (centres undefined),1.1,-8,4,10,17,0.9,10,-9,-11
Cc1c(NC(=O)COC(=O)c2ccc(Cl)nc2)c(=O)n(-c2ccccc2)n1C,0.96,-6,1,-1,-2,1,0,3,4
CCOC(=O)c1c(NC(=O)COC(=O)CNC(=O)c2ccco2)sc(C)c1C,0.99,26,7,-1,5,1,5,-15,1
Cc1ccc(Oc2ncccc2N)c2c1CCC2,0.94,4,-4,7,29,0.93,-3,10,6
CCn1c(C(=O)N2CCc3ccccc3C2)cc2oc3ccccc3c21,0.97,30,43*,16,7,0.84,27,27,3
COc1ccc(N2CCN(C(CNC(=O)OCc3ccccc3)c3ccco3)CC2)cc1 (centres undefined),1,27,1,-2,25,1,22,10,0
COC(=O)[C@]1(C)N[C@H](CN(C)C(=O)Nc2ccc(C(F)(F)F)cc2)[C@@H]2C(=O)N(C)C(=O)[C@@H]21,0.96,-12,-4,-4,7,1,-1,-9,4

# Ordered by the number under mIAP block (high to low): 3 from the list above.
SMILES	mIAP block
Cc1cccc(OCC(=O)N/N=C\c2cc3c(cc2[N+](=O)[O-])OCO3)c1C	19
Cc1onc(-c2ccccc2Cl)c1C(=O)Nc1nnc(-c2ccc(F)cc2)s1	5
CCc1cccc(NC(=O)CCNS(=O)(=O)c2cc(Br)cnc2N)c1	3

# (next part)
SMILES,hIAP activ,tim10-1 inh,ATG4B inhibitor,mIAP block,NALP3 yeast inh,mIAP activ,Apaf1 inhib,TIM10 inh,hIAP inh
NC(=O)c1cc(S(=O)(=O)N2CCc3ccccc3C2)cs1,1.2,-2,-5,-10,13,1.1,1,-4,-17
O=C(OCCOc1ccccc1)c1n[nH]c2ccccc12,1.4,-9,-14,13,12,0.87,0,15,-38
CC(C)(C)N(Cc1ccccc1)C(=O)CN1C(=O)NC2(CCCCCC2)C1=O,0.99,11,2,-7,19,1.1,4,4,1
Cc1ccc(C(=O)OCC(=O)NC(=O)c2ccc(C(C)(C)C)cc2)c(O)c1,1.1,-23,-8,-5,-1,1.1,2,0,-8
O=C(COC(=O)Cc1c(F)cccc1Cl)NC(=O)Nc1ccccc1F,0.97,2,-2,5,2,0.95,3,9,3
COc1cccc(CN2CCN(C(=O)C3CCC(=O)N(C4CCCC4)C3)CC2)c1 (centres undefined),1.1,2,-2,1,16,0.99,-2,-8,-8
O=C(O)c1ccc(-c2ccccc2C(F)(F)F)o1,1.2,-7,4,-6,2,1.1,4,5,-18
O=c1[nH]c(CN2CCN(c3ccccc3O)CC2)nc2ccccc12,1.4,16,-6,2,21,0.98,12,4,-36
O=C1OC/C(=C(/O)c2ccc(Cl)cc2)C1=O,1.1,19,5,1,7,0.99,-10,11,-11
CC(NC(=O)c1noc2c1CCCCC2)c1ccccc1 (centres undefined),0.97,7,-13,12,32,0.88,7,5,3
CCN1CCN(S(=O)(=O)c2ccc(Br)s2)CC1,0.83,1,9,6,8,0.94,-23,-5,17
S=C(NCCSCc1ccccc1Cl)Nc1ccccc1,0.89,29,32,-51,18,1.5,13,38,11
COc1ccc(CCNC(=O)Nc2cccs2)c(OC)c1,1.1,41*,0,-5,15,1.1,10,24,-7
C/C(Cn1cnc([N+](=O)[O-])n1)=N\NC(=O)c1ccc(Br)cc1,1.1,13,-8,1,20,0.99,-8,-5,-9
O=[N+]([O-])c1ccc(NCCCNS(=O)(=O)c2ccc(Cl)cc2)c(Cl)c1,0.81,24,-12,18,7,0.82,16,20,19
CC1(C(=O)NC2CCCCC2)CCC(=O)N1Cc1cccnc1 (centres undefined),0.96,3,0,-2,12,1,5,-3,4
CCOC(=O)N1CCN(c2nc3ccc(C(=O)c4ccccc4)cc3n3cnnc23)CC1,1,13,-3,8,-8,0.92,7,-7,0
CCOC(=O)[C@H]1[C@H]2COc3ccc(C)cc3[C@@H]2N2C(=O)c3ccc(Cl)cc3NC(=O)[C@@]12C,0.9,-6,-11,9,6,0.91,17,-2,10
CCCCOCCCNC(=O)c1ccc2c(c1)OCO2,1.1,-4,-7,10,30,0.9,-33,1,-5
Cn1cccc1CC(=O)NNC(=S)Nc1ccc(F)cc1,1.1,18,-2,2,30,0.98,7,10,-9
COc1ccccc1C(=O)Nc1ccc(N2CCCCC2)cc1,0.97,32,2,-1,7,1,17,5,3
CC(=O)N1CCN(c2ccc(NC(=O)C(c3ccccc3)c3ccccc3)cc2)CC1,1,12,-5,-6,7,1.1,3,4,-1
COc1cc2c(cc1OC)C(c1cccc([N+](=O)[O-])c1)NC(=O)C2 (centres undefined),1,3,0,-8,-13,1.1,3,1,0
CN(C)c1nc(-c2cccnc2)nc(-c2ccc(Cl)cc2)c1C#N,1,9,0,5,3,0.95,-10,4,-5
O=C(Nc1ccc(N2CCN(C(=O)c3cccs3)CC2)cc1)c1ccccc1F,1.1,17,-19,-2,18,1,8,-3,-15

# A stretch from the list above, for reference:
SMILES,hIAP activ,tim10-1 inh,ATG4B inhibitor,mIAP block,NALP3 yeast inh,mIAP activ,Apaf1 inhib,TIM10 inh,hIAP inh
NC(=O)c1cc(S(=O)(=O)N2CCc3ccccc3C2)cs1,1.2,-2,-5,-10,13,1.1,1,-4,-17
O=C(OCCOc1ccccc1)c1n[nH]c2ccccc12,1.4,-9,-14,13,12,0.87,0,15,-38

# (cont.)
SMILES,hIAP activ,tim10-1 inh,ATG4B inhibitor,mIAP block,NALP3 yeast inh,mIAP activ,Apaf1 inhib,TIM10 inh,hIAP inh
COC(=O)c1ccc(C)c(NC(=O)C(CCSC)NC(=O)c2cc(OC)c(OC)c(OC)c2)c1 (centres undefined),1.1,1,3,-2,9,1,5,7,-9
CC(=O)Nc1ccc(N2CCOCC2)c(Cl)c1,0.94,3,-4,13,19,0.87,-6,14,6
Cc1csc(=O)n1CC(=O)OCC(=O)NCc1ccccc1,0.92,10,5,6,14,0.94,1,6,8
COc1ccccc1N/C(=N/S(=O)(=O)c1ccc(C)cc1)c1ccccc1,1,31,-7,-3,3,1,-3,28,-3
Cc1ccc(OCC(=O)Nc2ccc3c(c2)nc(CCN2CCOCC2)n3C)cc1,1,-11,-10,1,5,0.99,11,4,-4
CCc1nnc(NS(=O)(=O)c2ccc(N=CC3=C(O)CC(C)(C)CC3=O)cc2)s1,1.2,-14,5,-24,22,1.2,2,15,-19
Cn1c(Cn2cnc([N+](=O)[O-])n2)nnc1SCC(=O)Nc1cccc(Cl)c1,1,5,-3,-3,-9,1,-14,6,-3
CCn1c(SCC(=O)c2ccc(Cl)cc2)nnc1-c1cccs1,1,32,-6,-2,-4,1,16,-5,-3
CC1(C)CC(=O)C(C=NCC2CCN(C(=O)Nc3ccc(Cl)c(Cl)c3)CC2)=C(O)C1,0.97,9,4,-6,19,1.1,11,6,3
CCOc1ccc(-n2c(O)c(/C=N/c3ccnn3Cc3ccncc3)c3ccccc3c2=O)cc1,0.92,13,4,18,-4,0.81,-5,-10,8
COC(=O)/C(=N\Nc1ccc(Cl)cc1)Sc1nnc(-c2ccc(OC)cc2)n1C,0.98,7,-9,-1,-6,1,-1,9,2
COCCNC(=O)C(c1ccc(F)cc1)N(Cc1cccs1)C(=O)CCC(=O)Nc1ccccn1 (centres undefined),0.85,20,-1,2,-8,0.98,-3,12,15
c1nc(N2CCOCC2)c2[nH]cnc2n1,0.99,8,0,2,5,0.98,0,7,1
C=CCn1c(CNS(=O)(=O)c2ccc(Cl)cc2)n[nH]c1=S,0.58,11,-4,16,8,0.83,-3,9,42*
COc1cc2c(cc1OC)C(C(=O)Nc1ccccn1)C(c1cccnc1)N(C)C2=O (centres undefined),0.83,-2,8,-5,2,1.1,-2,9,17
CCOC(=O)c1ccc2nc(NC(NC(C)=O)(C(=O)OC)C(F)(F)F)sc2c1 (centres undefined),1.2,16,-2,-5,6,1.1,-10,-5,-21
Cc1noc(C)c1C(=O)OCC(=O)c1ccc[nH]1,1,3,-13,-5,7,1,-1,2,-2
CCCC(=O)Nc1ccc2oc(=O)ccc2c1,0.96,7,-14,7,13,0.93,-7,4,4
CCn1nc(C(=O)OCC(=O)N(CC(C)C)c2c(N)n(Cc3ccccc3)c(=O)[nH]c2=O)c2ccccc2c1=O,1,-1,0,-10,16,1.1,2,-3,-2
COC(=O)CCC(=O)OC1(C)C(=O)C=C2C=C(C3CC3)N(Cc3ccccc3)C=C2C1=O (centres undefined),0.96,-1,-5,-1,16,1,42*,2,4
CN(C)S(=O)(=O)c1ccc(C(=O)NN2C(=O)NC3(CCCCC3)C2=O)cc1,1.1,9,1,7,11,0.93,-1,1,-13
CCOC(=O)COc1nc(OC)nc(N2CCOCC2)n1,1.1,8,-7,-11,21,1.1,19,-10,-14
Cc1[nH]c2ccccc2c1/C=N/NC(=O)c1ccccc1,0.95,-23,5,-1,-4,1,0,17,5
